MC4R ag barr: agonists of human melanocortin 4 receptor (MC4R) beta-arrestin; P32245; U2OS MC4R beta-arrestin complementation, luminescence; percent of melanotan II response, DMSO zero; activation, % at 8.9 µM; actives 0.98% (n = 360,000); AID 540308;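 active = activation above a per-plate cutoff, the mean activation of sample wells on that plate plus 3 SD, cut at about 8% in these data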
Target sequence (P32245 whole entry, looked up): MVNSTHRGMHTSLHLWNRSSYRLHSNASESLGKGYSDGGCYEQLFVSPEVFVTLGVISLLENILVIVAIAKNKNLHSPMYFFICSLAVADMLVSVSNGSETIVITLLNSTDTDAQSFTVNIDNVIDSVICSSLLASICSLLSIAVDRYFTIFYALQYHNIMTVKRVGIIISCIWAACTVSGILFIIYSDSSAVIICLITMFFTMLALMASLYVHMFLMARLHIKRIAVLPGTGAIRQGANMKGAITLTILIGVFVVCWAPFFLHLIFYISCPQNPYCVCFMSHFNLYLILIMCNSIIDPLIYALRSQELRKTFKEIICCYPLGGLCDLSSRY
PDI inh: blocks human protein disulfide isomerase activity; actives 0.052% (n = 350,000); PDI insulin aggregation turbidity, A650, 90 min; AID 588391; inhibition, % at 10 µM; P07237;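 active = mean inhibition across replicates of 30% or more, whatever share of single replicates reach that level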;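 note: absorbance from insulin aggregation driven by PDI reduction with DTT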
ABCB6 inh 2: inhibitors of human ABC transporter ABCB6 | fluorescence ratio to DMSO, % at 10 µM | actives 0.19% (n = 360,000) | K562-ABCB6 porphyrin accumulation, flow cytometry, 1 h; hits give low values;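 active = fluorescence ratio to DMSO below 75%, the collection mean minus 3 SD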;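 note: signal is porphyrin accumulated inside mitochondria; 100% equals median channel fluorescence of DMSO control wells; lower ratio means ABCB6 inhibition with less porphyrin fluorescence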
CaV13 FRET inh: Primary screen for inhibitors of IQ motif and Ca2+-dependent inactivation inhibitor domain binding in CACNA1D, Förster resonance energy transfer in living cells, … | AID 743397 | actives 0.098% (n = 340,000) | HEK cells, CFP/YFP FRET ICDI-IQ, plate reader, 10 min; percent FRET-ratio fall versus neutral wells | inhibition, % at 12.3 µM;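 active = mean replicate inhibition of at least 30% and at least 1% of replicates passing that level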;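 note: 0% = median of the neutral control wells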
H9c2 protect: modulators protecting cardiomyocytes from myocardial damage. H9c2 cardiomyocytes, H2O2 injury protection, ATPLite, 2 h. protection from H2O2 cell death, % at 20 µM. actives 0.63% (n = 360,000). AID 588492;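 active = compounds giving at least 50% protection of heart cells from peroxide-induced death in the single-dose screen, raw or plate-pattern-corrected value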;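 note: 0% = DMSO wells with peroxide and 100% = DMSO wells without peroxide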
N-glyco inh: blocks N-linked glycosylation in D54 reporter cells. D54 ERlucT glycosylation luciferase reporter, 24 h; percent of 100 nM tunicamycin response. reporter increase, % at 12.5 µM. AID 588692. actives 0.23% (n = 360,000);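 active = mean luciferase reporter signal, scaled so untreated is 0 and the glycosylation-blocking control 100, at or above a set limit in every replicate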;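 note: luciferase carries N-glycosylation sites so blocking glycosylation raises the light; 0% = median of neutral control wells and 100% = median of 100 nM tunicamycin wells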
Vif imaging: inhibitors of HIV Vif; inhibition, % at 7.49 µM; HEK293T cells, Vif self-association by quenched fluorescence, imaging, 24 h; actives 0.35% (n = 340,000); in the data active = inhibition above about 50%, passing the limit was not always enough; note: some results filed as inactive read as strong as hits
aDG glyco act: alpha-DG glycosylation activation. AID 624168. Pro5-aDG cells, alpha-DG glycosylation AlphaScreen (IIH6); 0% Pro5, 100% B10-LARGE cell signal. activation, % at 10 µM. actives 0.22% (n = 360,000);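 active = activation of at least 8% versus controls, or a plate z-score of at least 8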;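 note: Pro5 are CHO cells carrying HIG-tagged alpha-DG that lacks glycosylation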
HTR2A ag: mouse HTR2A agonism via beta-arrestin recruitment. P35363. CHO-K1 mHTR2A beta-arrestin complementation, luminescence; percent of 30 µM serotonin response. activation, % at 7.6 µM. actives 0.66% (n = 360,000). AID 624169;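 active = activation above a run cutoff, the mean activation of all tested compounds plus 3 SD, cut at about 14% in these data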;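 note: 0% = plate median of compound wells and 100% = 30 µM serotonin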
Target sequence (P35363 whole entry, looked up): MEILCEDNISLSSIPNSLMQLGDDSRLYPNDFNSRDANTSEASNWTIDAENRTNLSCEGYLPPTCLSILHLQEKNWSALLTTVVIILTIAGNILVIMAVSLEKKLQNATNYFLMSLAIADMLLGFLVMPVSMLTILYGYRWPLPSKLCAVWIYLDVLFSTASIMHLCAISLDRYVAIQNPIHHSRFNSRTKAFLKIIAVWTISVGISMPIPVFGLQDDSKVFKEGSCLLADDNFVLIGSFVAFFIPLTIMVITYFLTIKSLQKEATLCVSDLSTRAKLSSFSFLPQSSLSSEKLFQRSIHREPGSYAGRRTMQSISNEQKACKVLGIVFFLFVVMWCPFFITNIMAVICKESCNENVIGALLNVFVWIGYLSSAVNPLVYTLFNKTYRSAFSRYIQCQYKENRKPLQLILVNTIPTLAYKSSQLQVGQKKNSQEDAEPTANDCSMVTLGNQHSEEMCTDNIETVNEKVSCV
MC4R antagonist: human MC4R antagonism in cAMP assay; P32245; MC4R-expressing cells, MTII-stimulated cAMP, LANCE TR-FRET; inhibition, % at 6.5 µM; actives 0.48% (n = 360,000); AID 540295;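 active = inhibition above its plate's cutoff, the mean of tested wells on that plate plus 3 SD, cut at about 29% in these data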;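 note: 0% = Melanotan II alone and 100% = Melanotan II plus saturating MCL0020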
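System: U2OS cells stably expressing human melanocortin 4 receptor (MC4R). Reagent: Melanotan II challenge after compound preincubation. Doses: 6.5 µM. Times: 30-min compound, 1-h challenge, 1-h detection, room temperature. Measured by: TR-FRET with Eu-cAMP and labeled anti-cAMP, 671 nm. Replicates: singlicate.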
An asterisk follows results filed as active; & = joins results of further samples.

Cc1ccc[n+](-c2nc3ccccc3nc2C(=C=[N-])C#N)c1 was read as MC4R ag barr -1.6&-2.6, PDI inh 7.4&-8.7, ABCB6 inh 2 99.0&102.0, CaV13 FRET inh -1.9&-5.6, H9c2 protect 2.6&16.3, N-glyco inh -1.4&0.2, Vif imaging -5.9&-1.6, aDG glyco act -0.1&-0.2, HTR2A ag 1.7&-0.5 and MC4R antagonist -5.7&-3.4.
For CN(CC(=O)NC1CCCCCC1)S(=O)(=O)c1ccccc1 the results were MC4R ag barr 0.2, PDI inh 12.3, ABCB6 inh 2 99.0, CaV13 FRET inh -9.0, H9c2 protect -3.5, N-glyco inh -1.6, Vif imaging 1.4, aDG glyco act 0.0, HTR2A ag 0.3 and MC4R antagonist 8.0.
`Cc1cc(C)n(C(=O)c2ccc(NC(=O)CC(C)C)cc2)n1` gave MC4R ag barr -0.6, PDI inh 1.7, ABCB6 inh 2 94.0, CaV13 FRET inh -4.6, H9c2 protect -1.6, N-glyco inh -0.3, Vif imaging -1.6, aDG glyco act -0.1, HTR2A ag -2.9 and MC4R antagonist -1.7.
For COc1ccc(-c2c3c(=O)n(C)c(=O)n(C)c3cn2-c2cc(OC)ccc2OC)cc1 the results were MC4R ag barr -0.2, PDI inh -4.7, ABCB6 inh 2 96.0, H9c2 protect 7.5, N-glyco inh 0.3, aDG glyco act 0.0, HTR2A ag -3.0 and MC4R antagonist 11.6.
For COc1ccc(C(=O)NC2CCN(S(=O)(=O)c3ccccc3F)CC2)cc1 the results were MC4R ag barr -0.1, PDI inh 5.0, ABCB6 inh 2 97.0, CaV13 FRET inh 24.1, H9c2 protect 3.0, N-glyco inh 2.4, Vif imaging -2.9, aDG glyco act 0.0, HTR2A ag -1.9 and MC4R antagonist -2.9.
Screening O=C(CN1C(=O)NC2(CCOc3ccccc32)C1=O)NCCc1ccc(F)cc1 (stereo not drawn) returned MC4R ag barr -0.7, PDI inh 6.9, ABCB6 inh 2 96.0, CaV13 FRET inh -5.6, H9c2 protect 2.3, N-glyco inh -1.4, Vif imaging -2.3, aDG glyco act 0.1, HTR2A ag 3.6 and MC4R antagonist 16.1.
CC(=O)Nc1cccc(C(=O)Nc2ccccc2C(=O)O)c1 was read as MC4R ag barr -1.2, PDI inh 12.0, ABCB6 inh 2 90.0, CaV13 FRET inh -3.9, H9c2 protect -11.7, N-glyco inh 1.4, Vif imaging 4.1, aDG glyco act -0.1, HTR2A ag 4.0 and MC4R antagonist -2.2.
`O=[N+]([O-])c1ccc(CSC2=NCCS2)cc1` gave MC4R ag barr -1.4, PDI inh 1.0, ABCB6 inh 2 93.0, CaV13 FRET inh -5.0, H9c2 protect 1.1, N-glyco inh 0.2, Vif imaging -1.6, aDG glyco act 0.0, HTR2A ag 0.3 and MC4R antagonist 2.9.
For CCCCCC(=O)Nc1cc(S(=O)(=O)N2CCCCC2)ccc1N1CCOCC1 the results were MC4R ag barr -2.8, PDI inh -5.9, ABCB6 inh 2 105.0, CaV13 FRET inh -2.5, H9c2 protect -3.4, aDG glyco act -0.2, HTR2A ag -6.3 and MC4R antagonist 3.7.
Screening CCOC(=O)N1CCN(C(=O)c2cc3cc(Br)ccc3oc2=O)CC1 returned MC4R ag barr -1.2, ABCB6 inh 2 105.0, CaV13 FRET inh -14.6, H9c2 protect 15.4, N-glyco inh 0.9, Vif imaging -0.7, aDG glyco act -0.2, HTR2A ag 1.3 and MC4R antagonist 3.4.
Screening CCCn1cc(CN2CCC(Cc3cccc(F)c3)(C(=O)OCC)CC2)c(C)n1 returned MC4R ag barr 0.7, PDI inh 3.4, ABCB6 inh 2 95.0, CaV13 FRET inh -2.4, H9c2 protect -3.4, N-glyco inh -1.6, Vif imaging 7.1, aDG glyco act 0.3, HTR2A ag -5.4 and MC4R antagonist 3.1.
Cc1ccc(S(=O)(=O)N2CCN(C(=O)CSc3nnc(C)c(=O)[nH]3)CC2)cc1 was read as MC4R ag barr 0.2, PDI inh 0.3, ABCB6 inh 2 87.0, CaV13 FRET inh -5.2, H9c2 protect -2.6, N-glyco inh 0.5, aDG glyco act 0.0, HTR2A ag 2.3 and MC4R antagonist -2.2.
Screening COCCOC(=O)c1[nH]c2c(c1C)C(=O)CC(c1ccc(OC)cc1)C2 (stereo not drawn) returned MC4R ag barr 0.1, PDI inh -12.9, ABCB6 inh 2 99.0, CaV13 FRET inh -18.6, H9c2 protect -4.3, N-glyco inh -3.5, Vif imaging -9.6, aDG glyco act 0.1, HTR2A ag -4.5 and MC4R antagonist 11.2.
For CN(CC(=O)NCc1ccc2c(c1)OCO2)CC(=O)Nc1ccc(F)c(F)c1F the results were MC4R ag barr -0.4, PDI inh -7.5, ABCB6 inh 2 89.0, CaV13 FRET inh -4.3, H9c2 protect 2.0, N-glyco inh 0.2, Vif imaging 16.6, aDG glyco act 0.2, HTR2A ag -6.9 and MC4R antagonist -2.9.
Screening CC(C)(C)NS(=O)(=O)c1ccc(NS(=O)(=O)Cc2ccccc2)cc1 returned MC4R ag barr 0.2, PDI inh 0.2, ABCB6 inh 2 101.0, CaV13 FRET inh -3.4, H9c2 protect 3.2, N-glyco inh -1.4, Vif imaging 10.7, aDG glyco act -0.2, HTR2A ag -3.3 and MC4R antagonist 1.6.
Screening CCOC(=O)C1=CN(Cc2ccco2)S(=O)(=O)N(CC)C1c1ccc(C(F)(F)F)cc1 (stereo not drawn) returned MC4R ag barr -2.3, PDI inh 20.1, ABCB6 inh 2 98.0, CaV13 FRET inh -4.9, H9c2 protect -13.1, N-glyco inh 1.1, Vif imaging -2.7, aDG glyco act 0.1, HTR2A ag -0.5 and MC4R antagonist 3.8.
Screening Nc1ccc(C(=O)OCCc2ccccc2)cc1 returned MC4R ag barr -1.9, PDI inh -6.5, ABCB6 inh 2 99.0, CaV13 FRET inh -10.2, H9c2 protect -7.9, N-glyco inh -12.3, Vif imaging -12.8, aDG glyco act 0.2, HTR2A ag -4.9 and MC4R antagonist -4.4.
Cc1ccc2ccc[n+](Cc3ccccc3)c2c1 was read as MC4R ag barr -2.2, PDI inh 5.3, ABCB6 inh 2 95.0, CaV13 FRET inh -11.7, H9c2 protect -5.2, N-glyco inh -1.6, Vif imaging -8.6, aDG glyco act 0.5, HTR2A ag -3.1 and MC4R antagonist -4.5.
For COc1cc2c(cc1OC)C1(CCCC1)CNC2c1ccc([N+](=O)[O-])cc1 (stereo not drawn) the results were MC4R ag barr -1.3, PDI inh 1.7, ABCB6 inh 2 141.0, CaV13 FRET inh -2.6, H9c2 protect 3.0, N-glyco inh 0.1, Vif imaging -9.3, aDG glyco act -0.3, HTR2A ag 1.1 and MC4R antagonist 4.9.
`CCc1cc(C(=O)N/N=C/c2c(C)[nH]c3ccccc23)cs1` gave MC4R ag barr 1.1, PDI inh 7.9, ABCB6 inh 2 95.0, CaV13 FRET inh -5.8, H9c2 protect -3.6, N-glyco inh -0.8, Vif imaging 4.4, aDG glyco act 0.0, HTR2A ag -3.4 and MC4R antagonist 3.7.

Brought forward from above: 2 entries; new compounds follow.
For COc1cc2c(cc1OC)C1(CCCC1)CNC2c1ccc([N+](=O)[O-])cc1 (stereo not drawn) the results were MC4R ag barr -1.3, PDI inh 1.7, ABCB6 inh 2 141.0, CaV13 FRET inh -2.6, H9c2 protect 3.0, N-glyco inh 0.1, Vif imaging -9.3, aDG glyco act -0.3, HTR2A ag 1.1 and MC4R antagonist 4.9.
`CCc1cc(C(=O)N/N=C/c2c(C)[nH]c3ccccc23)cs1` gave MC4R ag barr 1.1, PDI inh 7.9, ABCB6 inh 2 95.0, CaV13 FRET inh -5.8, H9c2 protect -3.6, N-glyco inh -0.8, Vif imaging 4.4, aDG glyco act 0.0, HTR2A ag -3.4 and MC4R antagonist 3.7.
Screening Fc1ccccc1CN(CCN1CCOCC1)C(=S)Nc1ccccc1Cl returned MC4R ag barr -1.1, PDI inh -1.6, ABCB6 inh 2 88.0, CaV13 FRET inh 2.7, H9c2 protect 4.9, N-glyco inh 1.5, Vif imaging 1.4, aDG glyco act 0.2, HTR2A ag 3.4 and MC4R antagonist 10.0.
CCNC(=S)N=Nc1c(O)[nH]c2ccc([N+](=O)[O-])cc12 was read as MC4R ag barr 6.8, PDI inh -3.7, ABCB6 inh 2 82.0, CaV13 FRET inh -18.5, H9c2 protect 17.1, N-glyco inh 3.5, Vif imaging 2.5, aDG glyco act -0.1, HTR2A ag 2.6 and MC4R antagonist -10.2.
CCOC(=O)Cc1nn(CCc2ccccn2)c(=O)c2ccccc12 was read as MC4R ag barr -1.7, PDI inh -11.4, ABCB6 inh 2 87.0, H9c2 protect 19.5, N-glyco inh -0.7, Vif imaging -4.2, aDG glyco act -0.1, HTR2A ag -0.2 and MC4R antagonist 9.6.
`O=C(NN1CCOCC1)c1cn(-c2ccccc2)nc1-c1cccs1` gave MC4R ag barr -1.1, PDI inh 4.5, ABCB6 inh 2 99.0, CaV13 FRET inh 7.6, H9c2 protect -1.4, N-glyco inh 0.5, Vif imaging 1.6, aDG glyco act -0.1, HTR2A ag -3.9 and MC4R antagonist 4.1.
For CCCCCCCn1c(C)nnc1-c1cnn(C)c1N the results were MC4R ag barr -0.3, PDI inh 1.1, ABCB6 inh 2 98.0, CaV13 FRET inh 2.7, H9c2 protect 2.6, N-glyco inh 3.6, Vif imaging -12.5, aDG glyco act 0.1, HTR2A ag 1.5 and MC4R antagonist 13.8.
Screening COc1ccc(S(=O)(=O)N(Cc2ccccc2)Cc2nc(-c3ccccc3)no2)cc1 returned MC4R ag barr -0.6, PDI inh 0.3, ABCB6 inh 2 100.0, CaV13 FRET inh -0.2, H9c2 protect -19.7, N-glyco inh -7.0, Vif imaging 13.7, aDG glyco act 1.5, HTR2A ag -1.4 and MC4R antagonist 19.3.
Screening COc1ccc(C)cc1NC1=C(Cl)C(=O)N(C2CCCCC2)C1=O returned MC4R ag barr 3.6, PDI inh 6.0, ABCB6 inh 2 98.0, CaV13 FRET inh -4.8, H9c2 protect -12.6, N-glyco inh -2.0, Vif imaging -6.3, aDG glyco act -0.3, HTR2A ag -4.9 and MC4R antagonist 6.6.
Screening COc1ccc(C(=O)NNC2=NC(C)(C)Cc3ccccc32)cc1 returned MC4R ag barr -0.2, PDI inh 11.2, ABCB6 inh 2 98.0, CaV13 FRET inh -4.8, H9c2 protect -3.6, N-glyco inh -0.3, Vif imaging -3.6, aDG glyco act -0.1, HTR2A ag -2.5 and MC4R antagonist 4.9.
CC(C)Cn1c(=O)c2ccccc2n2c(SCC(=O)N3c4ccccc4CC3C)nnc12 (stereo not drawn) was read as MC4R ag barr 2.2, PDI inh -14.4, ABCB6 inh 2 100.0, CaV13 FRET inh -7.4, H9c2 protect 5.8, N-glyco inh 2.1, Vif imaging -2.5, aDG glyco act 0.0, HTR2A ag 1.0 and MC4R antagonist 11.3.
Screening COCC(C)N1CCC(n2nccc2NC(=O)CCCc2ccccc2)CC1 (stereo not drawn) returned MC4R ag barr -1.0, PDI inh -6.3, ABCB6 inh 2 86.0, CaV13 FRET inh -2.3, H9c2 protect 1.2, N-glyco inh -1.6, Vif imaging 2.2, aDG glyco act 0.0, HTR2A ag -6.1 and MC4R antagonist -1.2.
